Rin1 Abl inh: human Rin1-Abl interaction inhibition; AID 588664; TR-FRET Rin1/Abl binding, biochemical; inhibition, % at 7.35 µM; actives 0.4% (n = 360,000); P00519+Q13671; in the data active means inhibition above about 5%, passing the limit was not always enough
MsrA act: activates bovine MsrA enzyme; purified bovine MsrA, absorbance read-out; activation, % at 10.6 µM; actives 0.3% (n = 360,000); in the data active means activation above about 7.5%;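 further: 0% = vehicle and 100% = reference activator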
CSN inh: inhibitors of human CSN-mediated cullin deneddylation. inhibition, % at 12.5 µM. Q92905. Purified CSN, SCF-Nedd8-OG deneddylation, fluorescence polarization. actives 0.38% (n = 360,000). AID 651999;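 active means pattern-corrected inhibition above about 35%, with an unprinted fluorescence ratio check between 0.5 and 1.5, limit read from the data, passing the limit was not always enough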;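 further: 0% = enzyme with substrate and 100% = substrate without enzyme; some results filed as inactive read as strong as hits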
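Test system: Human Csn5 produced in HEK293T cells | Compound: 12.5 µM single point | Times: 90 min, room temperature | Signal: Fluorescence polarization readout | Read-out basis: % inhibition of substrate cleavage by Csn5 | Controls: no-enzyme wells high, enzyme-with-substrate wells low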
E coli Lon inh: inhibits E. coli Lon protease | P0A9M0 | purified E. coli Lon protease, fluorescence polarization | inhibition, % at 7.94 µM | actives 0.42% (n = 360,000) | AID 602123; in the data active means inhibition above about 13%, passing the limit was not always enough;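 further: 0% = enzyme with probe and DMSO and 100% = no enzyme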
Tb MetRS inh: blocks T. brucei methionyl-tRNA synthetase activity. purified T. brucei MetRS, ATP depletion, Kinase-Glo luminescence. inhibition, % at 11.9 µM. actives 0.4% (n = 360,000). AID 624268;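 active means inhibition above a per-plate cutoff of the control wells' mean inhibition plus 3 SD, cut at about 5.5% in these data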;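 further: 0% = DMSO wells median and 100% = median of wells with control inhibitor compound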
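Assay system: T. brucei methionyl-tRNA synthetase, purified | Medium: HEPES buffer with MgCl2, KCl, DTT, spermine, BSA, pyrophosphatase | Compound: 11.9 µM single point | Incubation: 15 min enzyme-compound preincubation, 2 h reaction, 10 min detection, 25 °C | Measured by: Kinase-Glo luciferase luminescence reporting remaining unconsumed ATP | Measure: % inhibition normalized to control-well medians | Replication: Singlicate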
MsrA inhibitor: inhibitors of bovine MsrA; inhibition, % at 15.5 µM; AID 651718; purified bovine MsrA, absorbance read-out; actives 0.75% (n = 360,000); in the data active means inhibition above about 4.5%;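 further: 0% = vehicle wells with enzyme and 100% = reference inhibitor wells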
MLLE-PAM2 inh: inhibitors of microRNA-mediated deadenylation, human PABP1 MLLE binding; GST-MLLE / FITC-PAM2 fluorescence polarization; inhibition, % at 20 µM; actives 0.36% (n = 360,000); AID 588489; in the data active means inhibition above about 35%, passing the limit was not always enough;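 further: plate controls were DMSO wells with GST-MLLE for no effect and wells lacking GST-MLLE protein for full effect; some results filed as inactive read as strong as hits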
Neddyl block: cullin neddylation inhibition | TR-FRET cullin neddylation, biochemical | P61081+Q13564 | calls only at 25 µM | actives 0.58% (n = 360,000) | AID 651699; in the data active means inhibition above about 36%
FAS TE block: blocks the thioesterase domain of human fatty acid synthase. AID 602261. P49327. recombinant FAS-TE, OMFH fluorogenic substrate, fluorescence endpoint. inhibition, % at 15 µM. actives 0.67% (n = 360,000);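 active means compounds whose normalised, plate-corrected inhibition of enzyme fluorescence in the single-dose primary screen is 50% or more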;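 further: 0% = DMSO with enzyme and 100% = substrate without enzyme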
* = called active by the depositor; i = inactive; . = not tested or not shown; + = active, no number.

Results follow in this order: Rin1 Abl inh	MsrA act	CSN inh	E coli Lon inh	Tb MetRS inh	MsrA inhibitor	MLLE-PAM2 inh	Neddyl block	FAS TE block
> O=C(OCc1ccccc1)C1=NNC2C(=O)N(c3ccc(Br)cc3)C(=O)C12 (stereo not drawn)
  0	-4	-1	4	0.4	1.2	-3	i	1
> CC(=O)Nc1ccc(NC(=O)c2cccc(-c3cc4ccccc4oc3=O)c2)cc1
  -2	-4	-3	-1	0.3	2.3	-5	i	-3
> O=C(CCc1nc2ccccc2c(=O)[nH]1)NNC(=O)c1ccccc1Cl
  4	-2	-2	-10	0.0	0.9	-11	i	-3
> CN(C)CCCNC(=O)C[C@H]1C[C@H](C(=O)N2CCCCC2)[C@@]2(C)c3[nH]c4cc(CCC(=O)N(C)C)ccc4c3CCN2C1=O
  0	-1	-1	1	-0.3	-0.9	3	i	-7
> CSCCC(NS(=O)(=O)c1ccc(C)cc1)C(=O)N1CCN(C(C)=O)CC1 (stereo not drawn)
  -2	-2	-3	3	-0.5	0.4	15	i	-6
> Cc1cc(NC(=O)c2cc(C(C)C)on2)no1
  2	-7	-2	-6	-0.2	-0.4	1	i	-3
> O=C(Nc1cccc(Br)c1)Oc1cccc2cccnc12
  -1	-4	8	-2	-0.9	1.6	1	i	12
> CCCC(C(=O)NCCC(C)C)N(Cc1ccccc1)C(=O)c1snc(C(N)=O)c1N (stereo not drawn)
  -5	0	0	3	1.7	2.0	4	+	10
> c1ccc2sc(NCC3CCCO3)nc2c1 (stereo not drawn)
  5	-3	0	3	0.0	-0.8	7	i	-5
> Fc1ccc(-c2ccnc(=S)[nH]2)cc1
  -3	8	4	-1	-0.5	-0.1	39*	i	-9
> COc1cc(/C=N/NC(=O)c2ccoc2C)ccc1OCCN1CCCCC1
  2	-8	-4	-10	0.0	2.7	-1	i	-4
> COc1ccc(C(=O)Nc2c3c(nn2-c2cccc(Cl)c2)CS(=O)C3)cc1 (stereo not drawn)
  1	-2	4	-1	-0.2	-1.8	9	i	-9
> COC(=O)Cn1c(Cc2ccccc2)nc2ccccc21
  1	-2	0	-7	0.0	-2.2	-8	i	-6
> CCN(CC(=O)Nc1ccccc1C(F)(F)F)C(=O)c1ccc(NC(=O)c2cccs2)cc1
  0	0	-2	4	-0.3	-0.3	0	i	-5
> CC1CC(OCC(O)CN2CCCCC2C)CC(C)(C)C1 (stereo not drawn)
  0	-1	5	0	0.4	-1.6	-3	i	-2
> COc1cccc(C2C=C(c3ccc(OC)cc3OC)Nc3nnnn32)c1 (stereo not drawn)
  -4	-4	5	10	-0.2	.	13	.	4
> NC1=NC[C@H](c2ccccc2)N1CCc1cccc(F)c1
  0	-2	-2	8	-0.1	0.3	10	i	-11
> Cc1cc(NC(=O)c2ccc(F)cc2)n(C)n1
  -2	-2	2	-7	-0.1	1.1	-7	i	-3
> COc1ccc(-n2cnc3c(sc4nccc(N(C)C)c43)c2=O)cc1
  0	-14	3	-1	-0.4	1.2	-6	i	-5
> COc1cc(NC(=S)NCCCN2CCOCC2)cc(OC)c1
  -1	-5	-10	-10	-0.6	0.4	1	i	-8
> CCOc1ccc(-c2nnn(CC(=O)NCc3ccco3)n2)cc1
  -4	-1	2	-8	0.1	-0.8	6	i	0
> Cc1ccccc1S(=O)(=O)N(C)C[C@@H]1OCc2ccccc2-c2c(n(C)c3ccccc23)C(=O)N([C@H](C)CO)C[C@@H]1C
  -5	-10	6	6	-2.6	0.1	-3	i	23
> Cc1[nH]c(=O)[nH]c(=O)c1C=CC(=O)NC(CO)CS(=O)Cc1ccccc1 (stereo not drawn)
  2	-7	-6	-5	0.1	0.9	-2	i	-11
> CCc1cc2c(cc3c(=O)n(CC(=O)N4CCN(C)CC4)ncn32)s1
  -3	-6	5	-8	-0.4	0.1	-11	i	-3
> CCn1nnc(NC(=O)COc2ccc(C3CCCCC3)cc2)n1
  0	-2	-1	7	-0.2	.	0	i	11
> Cc1cc(=O)n2nc(N3CCCC(C(=O)NCc4ccccc4C)C3)sc2n1 (stereo not drawn)
  0	-1	-2	6	0.0	0.1	-12	i	-2
> CCOc1cc(C(=O)OCC(=O)N(C)c2ccccc2)cc(OCC)c1OCC
  0	-8	0	9	-0.4	-0.7	-3	i	2
> Cc1ccc(C)c(N2CCN(S(=O)(=O)c3c(C(=O)N4CCCCC4)c(C)n(C)c3C)CC2)c1
  4	8.2*	-2	-5	0.6	0.8	-4	i	5
> CCC1CCCCN1C(=O)CSc1nc2c(c(=O)n(C)c(=O)n2C)n1C (stereo not drawn)
  3	-2	1	5	-1.3	0.1	-4	i	-6
> CC1CC(C)CN(S(=O)(=O)c2ccc(C(=O)N(C)Cc3ccccc3)cc2)C1 (stereo not drawn)
  -1	1	3	2	-0.3	0.1	3	i	24

(cont.)
Results follow in this order: Rin1 Abl inh	MsrA act	CSN inh	E coli Lon inh	Tb MetRS inh	MsrA inhibitor	MLLE-PAM2 inh	Neddyl block	FAS TE block
> CC(=O)C1=CCC(c2ccccc2F)N(S(=O)(=O)c2ccc(C)cc2)C1 (stereo not drawn)
  0	-5	1	-7	0.0	-0.1	2	i	-1
> CC(C)CCNC(=O)CN(C(=O)Cn1nnc(-c2ccccc2F)n1)c1cccc2c1CCCC2
  -3	-1	3	15	-0.3	1.1	-1	i	33
> COc1ccc(NC(=S)NCc2cccs2)c(OC)c1
  -2	-1	-2	-8	-0.2	-0.8	-63	i	-9
> CC(C)(C)c1ccc(OCC(=O)O/N=C(\N)c2ccncc2)cc1
  -1	-2	1	3	-0.3	1.5	8	i	31
> N#Cc1c(Oc2ccc3ccccc3c2)sc(C(=O)c2ccccc2)c1N
  0	-5	-5	-6	-0.8	-0.4	-10	i	22
> Cc1ccc(C(=O)Nc2ccc3c(c2)C(=O)N(CC2CCCO2)C3=O)cc1 (stereo not drawn)
  -1	-2	-3	2	-0.6	-1.1	3	+	1
> COc1cc(OC)cc(C(=O)NCC2CCCN(Cc3ccc(SC)cc3)C2)c1 (stereo not drawn)
  3	-1	-1	-1	-0.8	-0.1	17	i	-2
> C[C@H]1CN([C@@H](C)CO)C(=O)Cc2cc(NC(=O)CCC(F)(F)F)ccc2O[C@H]1CN(C)S(=O)(=O)c1ccc(F)cc1
  4	-1	-2	-2	-0.3	-0.9	16	i	0
> Cc1cccc(NC(=O)COC(=O)c2cc3ccccc3oc2=O)c1
  1	-4	2	1	0.0	-1.2	1	i	-1
> CCOC(=O)c1c(S(=O)(=O)NCC(=O)Nc2cccc(C)c2C)c(C)n(C)c1C
  2	0	3	-1	-0.2	-0.4	13	i	-2
> COc1ccccc1Oc1ccc(Oc2ccccc2OC)cc1
  4	-2	-9	-3	-1.0	0.4	3	i	27
> COc1ccc(NS(=O)(=O)c2csc(C(=O)N3CCCC3)c2)c(OC)c1
  3	-1	0	-9	-0.3	0.6	10	i	-4
> O=C(O)CN1C(=O)C2C3CCC(C3)C2C1=O (stereo not drawn)
  0	-2	-1	-5	-0.1	1.2	0	i	-6
> COc1ccc(/C=C2\SC(=O)N(CC(=O)Nc3ccc(F)cc3)C2=O)cc1O
  -3	-2	-4	5	0.4	1.4	20	i	6
> COc1ccc(NC(=O)COc2ccc(C(=O)OCC(=O)N(C(C)C)C(C)C)cc2OC)cc1
  -1	-1	-5	-5	-0.3	-0.3	-10	i	2
> O=C(Nc1ccccc1)c1nc[nH]c1C(=O)NCCCCNC(=O)c1[nH]cnc1C(=O)Nc1ccccc1
  2	-2	-4	4	-0.4	-1.0	3	i	0
> CCOc1ccc(S(=O)(=O)N2CCCCC2)cc1NC(=O)Cc1ccsc1
  1	-3	-1	-10	-0.3	0.1	-6	i	3
> Cc1cc(C)cc(C(=O)Nc2ccncc2)c1
  -2	-10	-2	19*	-0.9	-0.8	21	i	0
> Cc1ccsc1C(C(=O)NC(C)(C)C)N(Cc1ccco1)C(=O)c1csnn1 (stereo not drawn)
  4	-3	0	3	-0.5	1.1	11	i	-5
> C/C(=N/NS(=O)(=O)c1ccc(Br)cc1)c1cccc(NC(=O)C2CC2)c1
  -1	0	-7	1	-0.1	0.4	7	i	-1
> O=c1oc2cc(OCc3ccc(F)cc3F)ccc2cc1-c1ccccn1
  -2	1	3	4	0.3	-0.8	13	.	-5
> Nc1ccc2c(c1)C/C(=C/c1ccco1)C2=O
  2	4	56	-13	-0.2	3.3	-31	i	-11
> O=C(C1CCCCC1)N1CCC(CO)(Cc2ccccc2Cl)CC1
  1	2	-4	-3	-0.3	0.4	1	i	11
> COc1ccc(-c2cc(C(=O)N3CCCC(C(F)(F)F)C3)c3ccccc3n2)cc1OC (stereo not drawn)
  2	-4	2	-3	-0.3	3.9	-4	.	10
> O=C(Nc1nnc(-c2ccccc2Cl)o1)c1ccco1
  -4	-2	4	-3	-1.1	1.1	-9	i	-5
> CC1CCN(CC(=O)Nc2ccc(S(=O)(=O)N3CCC(C)CC3)cc2)CC1
  5	0	-5	-14	0.5	-0.5	-11	i	8
> Cc1cc(CN(C)Cc2c(C(=O)N3CCCCCCC3)nc3ccc(Cl)cn23)n[nH]1
  2	-2	1	-10	-2.8	0.8	5	i	-1
> COc1ccc(S(=O)(=O)N2CCC(C(=O)N3CCCCCC3)CC2)cc1
  0	-4	2	-10	-1.3	-0.4	-15	i	-3
> Cc1cc(=O)oc2cc(NC(=O)c3ccccc3OC(F)F)ccc12
  -5	-3	-4	1	-0.7	0.9	16	.	1
> Cc1onc(-c2c(Cl)cccc2Cl)c1/C(N)=N/OC(=O)C1CC1
  1	-2	3	1	2.2	-0.7	1	i	-1

(more compounds)
Results follow in this order: Rin1 Abl inh	MsrA act	CSN inh	E coli Lon inh	Tb MetRS inh	MsrA inhibitor	MLLE-PAM2 inh	Neddyl block	FAS TE block
> Cc1nc(N)sc1-c1csc(Nc2ncccn2)n1
  -3	-2	1	-10	-0.1	-0.8	-49	i	-4
> CCCCn1nc2cc(C(=O)NCCCCc3ccccc3)ccc2c1OCC
  3	-1	8	6	-0.3	-0.8	-4	.	-2
> CCOc1ccc(NC(=O)C2CCC(C)(C(=O)O)C2(C)C)cc1 (stereo not drawn)
  1	-4	1	2	-1.0	-0.9	-5	i	-5
> O=C(OCc1ccccc1)N1CCC2CC1c1cc(-c3ccc4c(c3)OCO4)ccc12 (stereo not drawn)
  -2	-5	0	-8	0.0	-0.1	11	i	23
> Cc1c(C#N)c2ccccc2n1CC(=O)NCc1ccccc1
  -2	0	1	-4	-0.8	0.2	8	i	18
> COc1ccc(F)cc1-c1cc(C(=O)N2CCc3ccccc3C2)[nH]n1
  -3	2	1	-14	-0.1	0.4	7	i	16
> Cc1ccc(NC(=O)CN(C)S(=O)(=O)c2ccc3c(c2)c(=O)n(C)c(=O)n3C)cc1
  -2	-13	-1	0	-0.3	-0.9	11	i	-4
> Cc1ccc(OCC(=O)NCCNC(=O)c2cnccn2)cc1
  1	-1	6	-8	-0.7	-1.0	4	i	-5
> O=S(=O)(c1ccccc1)C1CON(Cc2ccccc2)C1c1ccccc1 (stereo not drawn)
  -2	0	-8	3	-0.4	0.5	-10	i	-1

Limited to CSN inh, for 2 of the compounds above:
SMILES	CSN inh
Cc1c(C#N)c2ccccc2n1CC(=O)NCc1ccccc1	1
COc1ccc(F)cc1-c1cc(C(=O)N2CCc3ccccc3C2)[nH]n1	1

Structures listed so far marked active in MsrA act:
compound,Rin1 Abl inh,MsrA act,CSN inh,E coli Lon inh,MsrA inhibitor,MLLE-PAM2 inh,Neddyl block
Cc1ccc(C)c(N2CCN(S(=O)(=O)c3c(C(=O)N4CCCCC4)c(C)n(C)c3C)CC2)c1,4,8.2*,-2,-5,0.8,-4,i
